# High-throughput results as filed in PubChem BioAssay.
# JMJD2E inh: inhibitors of human JMJD2E histone demethylase | 230,000 tested, 1.6% active | JMJD2E catalytic domain, FDH-coupled NADH fluorescence (FDH is formaldehyde dehydrogenase) | B2RXH2 | Potency, µM (top dose mostly 57.1 µM), for the others: at the top dose activity change, negative = inhibition, most hits filed as inhibitors; active means well fitted inhibition curve with a large enough effect, not every such curve was filed as active; inconclusive means small, poorly fitted or top-dose-only effect, or another doubt; inactive means no such curve, though single readings can be large or run the other way;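 further: 0% = wells with enzyme and -100% = buffer wells without enzyme; nearly all actives have a fitted effect of over 50% in size; many of its hits are not listed in these tables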
# Target sequence (B2RXH2 1-337 limits assumed): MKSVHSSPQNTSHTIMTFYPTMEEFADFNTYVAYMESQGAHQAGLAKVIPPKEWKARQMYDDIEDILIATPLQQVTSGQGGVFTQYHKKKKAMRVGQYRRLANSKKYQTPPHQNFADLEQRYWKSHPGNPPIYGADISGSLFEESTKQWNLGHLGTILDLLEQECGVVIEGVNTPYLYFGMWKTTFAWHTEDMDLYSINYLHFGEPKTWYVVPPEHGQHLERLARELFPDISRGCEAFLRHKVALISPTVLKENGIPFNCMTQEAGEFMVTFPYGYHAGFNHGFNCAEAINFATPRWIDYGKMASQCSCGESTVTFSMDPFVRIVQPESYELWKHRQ
# Lamin A splicing: changes lamin A minigene splicing in HeLa cells | HeLa LMNA splicing GFP/RFP minigene ratio, 48 h | Potency, µM (doses to about 46.1 µM), for inactives: top-dose ratio change, negative = inhibition, usual class: inhibitors | 200,000 tested, 0.01% active | AID 1487; active means well fitted inhibition curve with a large enough effect in the signal ratio, with a control signal flat, not every such curve was filed as active; inconclusive means small, poorly fitted or top-dose-only effect, or effect the other way, or a change in a side signal; the % refers to the signal ratio; further: on the % scale 0 is the no-effect control and ±100 the full control effect
#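 S3 HeLa cells stably expressing lamin A-EGFP splicing minigene plus DsRed2, 600 cells/well, 48 h compound exposure at 37C. Laser-scanning cytometry; analysed as GFP (500-530 nm)/RFP (575-640 nm) total intensity ratio; 0.5% DMSO vehicle.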
# RECQ1 inh: inhibitors of human RECQ1 DNA helicase; P46063; RECQ1 DNA unwinding, red fluorescence kinetic read; Potency, µM (doses to about 57.3 µM), inactives show at the top dose activity, negative = inhibition, actives largely listed as inhibitors; 240,000 tested, 0.54% active;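 further: plate controls were vehicle for no effect and no enzyme for full effect; nearly all actives have a fitted effect of over 30% in size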
#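 RECQ1T1 50 nM; forked duplex (20 bp + 30-nt ss tails) 200 nM, ATP 2 mM final; pH 8.0, 2 mM MgCl2, 2.5 ug/ml poly(dI-dC); 15 min compound preincubation; discontinuous kinetic read over 2 h at RT.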
# Tau fibril ThT: blocks human tau fibril formation measured by thioflavin T; 270,000 tested, 2.1% active; recombinant tau K18 P301L (four-repeat tau fragment), heparin-induced fibrillization, ThT fluorescence; P10636; AID 1460; Potency, µM (titrated, usually from 57.4 µM), for inactives: at the highest dose activity, negative = inhibition, most hits filed as inhibitors; further: on the % scale 0 is the no-effect control and ±100 the full control effect; nearly all actives have a fitted effect of over 55% in size
# Target sequence (P10636 561-689 P618L limits assumed): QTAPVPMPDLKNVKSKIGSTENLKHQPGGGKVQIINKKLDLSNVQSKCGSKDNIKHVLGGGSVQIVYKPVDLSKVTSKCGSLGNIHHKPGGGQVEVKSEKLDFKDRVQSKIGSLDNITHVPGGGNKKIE
#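 Heparin-induced fibrillization of the P301L-mutant K18 repeat-domain fragment of human tau was followed by ThT binding in quantitative high-throughput format.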
# L3MBTL1 block: inhibitors of human L3MBTL1; AlphaScreen L3MBTL1–H3K9me1 peptide binding; Potency, µM (top dose mostly 57.1 µM), for the others: at the highest dose activity, negative = inhibition, usual class: inhibitors; 230,000 tested, 0.66% active; Q9Y468; AID 485360; further: on the % scale 0 is the no-effect control and ±100 the full control effect; nearly all actives have a fitted effect of over 60% in size
#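 Read-out is AlphaScreen signal from streptavidin donor and nickel chelate acceptor beads (10 ug/mL final each) bridging L3MBTL1 (50 nM) and biotinylated K9-monomethylated H3(1-15) peptide (75 nM), after 30 min compound exposure at room temperature.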
# KinaseGlo FLuc: blocks Kinase-Glo luciferase, a counter-screen artifact; Q27757; Kinase-Glo luciferase, ATP luminescence, 8 min; Potency, µM (doses to about 38.3 µM), for inactives: at the top dose activity change, negative = inhibition, actives largely listed as inhibitors; 200,000 tested, 0.28% active; AID 1379; further: on the % scale 0 is the no-effect control and ±100 the full control effect; nearly all actives have a fitted effect of over 60% in size
#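 Inhibition of Kinase-Glo luciferase light generation was assessed at 10 uM ATP in pH 7.2 imidazole buffer, with luminescence measured after eight minutes at ambient temperature.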
# ALDH1A1 inh: inhibitors of human aldehyde dehydrogenase 1A1; 220,000 tested, 7.3% active; Potency, µM (highest dose often 75.3 µM), for inactives: at the highest dose activity, negative = inhibition, most hits filed as inhibitors; AID 1030; Purified ALDH1A1, NADH fluorescence, propionaldehyde substrate; active means well fitted inhibition curve with a large enough effect, not every such curve was filed as active; inconclusive means small, poorly fitted or top-dose-only effect, or another doubt; inactive means no such curve, though single readings can be large or run the other way;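 further: plate controls were no enzyme wells and a reference inhibitor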
# Target sequence (P00352 whole entry, looked up): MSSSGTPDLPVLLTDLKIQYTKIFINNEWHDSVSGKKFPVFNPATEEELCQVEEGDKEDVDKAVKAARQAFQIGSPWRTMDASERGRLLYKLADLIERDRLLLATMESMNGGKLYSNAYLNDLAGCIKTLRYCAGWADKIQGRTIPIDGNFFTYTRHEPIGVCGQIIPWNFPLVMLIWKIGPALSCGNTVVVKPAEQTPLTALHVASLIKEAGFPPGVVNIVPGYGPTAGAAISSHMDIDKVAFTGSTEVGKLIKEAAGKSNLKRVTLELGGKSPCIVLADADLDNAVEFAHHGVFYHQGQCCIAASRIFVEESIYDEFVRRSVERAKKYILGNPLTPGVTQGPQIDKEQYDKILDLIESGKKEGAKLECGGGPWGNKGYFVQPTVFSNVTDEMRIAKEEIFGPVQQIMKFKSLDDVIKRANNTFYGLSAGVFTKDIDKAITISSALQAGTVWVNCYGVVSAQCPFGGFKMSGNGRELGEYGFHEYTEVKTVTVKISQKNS
# SMN2 splice up: increases expression of the SMN2 splice variant | Potency, µM (doses to about 46.1 µM), for inactives: at the top dose activity change, positive = activation, most hits filed as activators | AID 1458 | 210,000 tested, 2.8% active | HEK293 SMN2-luciferase splicing reporter, luminescence, 30-36 h; further: % of control where 0% means no effect; nearly all actives have a fitted effect of over 55% in size
#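 HEK293 cells carry an SMN2 minigene-luciferase reporter in which exon 7 inclusion puts luciferase in frame. Cells were seeded at 2000 cells/well, attached for 10-12 hours, then exposed to compounds for 30-36 hours at 37C before ONE-Glo luminescence.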
# Active calls of the source: *; i = inactive; ? = inconclusive; · = no result given; & = joins results of further samples; [ ] = remark or other dose. Unless noted, the call rests on the fitted dose curve; in most records, active means well fitted curve in the direction sought with a large enough effect; inconclusive means small, poorly fitted or top-dose-only effect, or another doubt; inactive means no such curve, though single readings can be large; an effect the other way counts as inactive or inconclusive. Potency means the concentration at half of the fitted maximal effect.
no.	molecule	SMN2 splice up	ALDH1A1 inh	RECQ1 inh	L3MBTL1 block	JMJD2E inh	KinaseGlo FLuc	Lamin A splicing	Tau fibril ThT
1	Cc1cccc(N(CC(=O)NCCSc2nc3ccccc3s2)S(=O)(=O)c2ccccc2)c1	-4%	0%	-8%	3%	-21%	2%	-4%	-13%
2	CN(C)CCNc1ncnc2c1sc1nc(-c3ccccc3)c3c(c12)CCCC3	·	·	-3%	-11%	?	·	·	?
3	O=S(=O)(CC(O)CS(=O)(=O)c1ccc(Cl)cc1)c1ccccc1 (stereo unspecified)	·	·	8%	-2%	-1%	·	·	0%
4	CCN(CC)CCNC(=O)c1sc2ncn(CC(=O)Nc3ccc(C)c(Cl)c3)c(=O)c2c1C	-11%	4%	-15%	·	-11%	-2%	·	-9%
5	Cc1c(Cl)cccc1NC(=O)c1nc(C)n(-c2cc(OC(C)C)c(Cl)cc2Cl)n1	-21%	4%	8%	-9%	?	0%	?	?
6	O=C1CNC(=S)N1CCc1ccc(Cl)cc1	·	20%	2%	2%	-1%	·	·	3%
7	O=S(=O)(c1ccc(Cl)cc1)N1CCCC1c1nc(-c2cccc(Cl)c2)no1 (stereo unspecified)	-7%	-3%	0%	15%	-6%	-1%	-23%	-23%
8	CCCN(CCC)C(=O)CCSCCC(=O)N(CCC)CCC	-13%	?	0%	6%	-5%	-3%	-5%	-9%
9	COc1ccc(Cn2c(=O)n(Cc3ccco3)c(=N)c3c4c(sc32)COC(C)(C)C4)cc1	-58%[inhibitor]	?	-5%	-10%	-10%	-1%	7%	-12%
10	COc1ccc(OC)c(C(=O)/C=C/c2ccccc2C(F)(F)F)c1	-55%[inhibitor]	-13%	-7%	0%	-8%	-7%	?	?
11	COc1ccc(Nc2nnc(SCC3CCCO3)s2)cc1 (stereo unspecified)	28%	-6%	-11%	-1%	-5%	1%	-11%[46 µM]	-12%
12	COc1ccc(C2=NN(C(=O)CSc3nnc(-c4ccccc4F)o3)C(c3ccco3)C2)cc1 (stereo unspecified)	-31%[inhibitor]	?	6%	-8%	?	6%	?	-19%
13	c1ccc(Oc2nc3ccccc3n3cccc23)cc1	-18%	?	-11%	13%	?	3%	4%[0.0737 µM]	?
14	COc1ccc(NC(=O)Nc2ccc(Br)cn2)cc1OC	-2%	10%	-8%	·	0%	-3%	3%	-26%
15	Cc1ccc(-n2c(=O)cc(N3CCC(C)CC3)[nH]c2=O)cc1	-14%	?	-9%	0%	0%	0%	2%	-6%
16	NS(=O)(=O)c1ccc(NC(=O)c2ccc(CNS(=O)(=O)c3cc(C(F)(F)F)ccc3Cl)cc2)cc1	·	2%	i	4%	8%	·	·	4%
17	O=C(/C=C/c1ccc(N2CCOCC2)cc1)c1ccccc1	?	32µM*	-7%	54%[activator]	-7%	-15%	7%[46 µM]	?
18	CCOc1ccc(NC(=O)/C=C/c2ccccc2)c([N+](=O)[O-])c1	?	1%	-5%	-1%	1%	1%	-9%	?
19	O=C(Nc1cccc(F)c1)N1CCCC(CNS(=O)(=O)Cc2ccccc2)C1 (stereo unspecified)	·	-5%	-6%	-9%	3%	0%	·	-4%
20	COc1cc(/C=N/NC(=O)c2cccc([N+](=O)[O-])c2)ccc1OCc1ccc(C)cc1	?	8%	-3%	0%	2%	-5%	4%	?
21	COC(CNC(=O)c1ccc2c3c(onc13)-c1ccccc1C2=O)OC	·	·	-22%	?	-22%	·	·	16µM*
22	CC(C)(C)CC(=O)Nc1nn[nH]n1	?	3%	-1%	1%	-5%	2%	2%	0%
23	CC[N+]1(CC)CC2=Cc3ccccc3CC2C1 (stereo unspecified)	8%	8%	-2%	32%[activator]	?	1%	13%[46 µM]	-9%
24	OCC1(CC2CCCCO2)CCN(Cc2nc3ccccc3[nH]2)CC1 (stereo unspecified)	·	9%	i	-2%	?	-1%	20%[46 µM]	-2%
25	COc1ccccc1C(=O)NC(=O)OCCn1c(C)cnc1[N+](=O)[O-]	16%	7%	0%	-3%	-2%	-5%	-2%[9.22 µM]	-5%
26	COC(=O)[C@H](Cc1ccccc1)NC(=O)N1CCN(c2ccc(F)cc2)CC1	·	·	23%	-1%	?	·	·	-3%
27	Cc1ccc(NC2=C(Cl)C(=O)OC2OC(C)C)cc1 (stereo unspecified)	-23%	-16%	-5%	-12%	1%	-1%	3%[9.22 µM]	-4%
28	CCN(CC)S(=O)(=O)c1cccc(-c2nn(-c3ccccc3)cc2/C=C(\C#N)C(=O)NCc2ccco2)c1	-3%	?	-20%	3%	?	4%	17%	6%
29	CC(C(=O)Nc1ccccc1-c1ccccc1)N1CCN(Cc2ccccc2)CC1 (stereo unspecified)	-17%	14µM*	-9%	-6%	3%	-1%	-23%[46 µM]	-5%
30	O=[N+]([O-])c1ccc(-c2nc(C(Cl)Cl)c3ccccc3n2)cc1	·	·	-1%	-14%	5%	·	·	-9%

# The final 2 entries of the section above are carried over, then new ones follow:
no.	molecule	SMN2 splice up	ALDH1A1 inh	RECQ1 inh	L3MBTL1 block	JMJD2E inh	KinaseGlo FLuc	Lamin A splicing	Tau fibril ThT
29	CC(C(=O)Nc1ccccc1-c1ccccc1)N1CCN(Cc2ccccc2)CC1 (stereo unspecified)	-17%	14µM*	-9%	-6%	3%	-1%	-23%[46 µM]	-5%
30	O=[N+]([O-])c1ccc(-c2nc(C(Cl)Cl)c3ccccc3n2)cc1	·	·	-1%	-14%	5%	·	·	-9%
31	CCOC(=O)NC(NS(=O)(=O)c1ccccc1)(C(=O)OCC)C(F)(F)F (stereo unspecified)	-2%	2%	i	5%	-9%	2%	1%	8%
32	O=C(NC1CCCCCC1)C1c2ccccc2C(=O)N1Cc1cccs1 (stereo unspecified)	13%	0%	-3%	4%	0%	-2%	-7%	1%
33	COc1cc(/C=N/NC(=O)CN(CCc2ccccc2)S(=O)(=O)c2ccc(NC(C)=O)cc2)cc(OC)c1OC	28%	?	-3%	-1%	?	0%	-23%	-10%
34	CCn1cc(Br)c(C(=O)NC(C)c2ccccc2)n1 (stereo unspecified)	0%	?	i	·	7%	-1%	-5%	-3%
35	COc1ccc(CN2C(=O)NC3(CCCc4ccccc43)C2=O)cc1F (stereo unspecified)	3%	-5%	-11%	-5%	3%	5%	-8%[46 µM]	-7%
36	O=C(NS(=O)(=O)c1ccc(Cl)cc1)c1ccccc1	10%	2%	-2%	31%[activator]	-5%	3%	·	1%
37	COC(=O)c1ccc(/C=N/N2CCN(Cc3ccc(Cl)cc3)CC2)cc1	·	·	-7%	-4%	1%	·	·	-2%
38	O=C(Nc1ccc([N+](=O)[O-])cc1)N1CCCCC1	·	-13%	-4%	·	-1%	3%	·	-11%
39	Cc1c(O)ccc2c3c(c(=O)oc12)CCCC3	13%	?	i	-1%[11.4 µM]	?	1%	-22%	-12%
40	CCn1nnnc1SCC(=O)Nc1nc2ccc(OC)cc2s1	20%	-9%	-5%	-4%	-8%	0%	1%	?
41	O=C(Nc1cccs1)Nc1ccc(F)cc1F	10%	14%	-3%	-2%	-2%	0%	-11%	-5%&-8%
42	O=C(N/N=C/c1c[nH]c2ccccc12)c1cccc([N+](=O)[O-])c1	-8%	-6%	i	-12%	1%	0%	?	?
43	O=C(COc1ccc(S(=O)(=O)N2CCCC2)cc1Cl)NCc1ccc2c(c1)OCO2	-3%	5µM*	-11%	·	-1%	3%	-13%	-11%
44	CC(C)NC(=O)Nc1cccs1	-4%	-2%	-1%	-10%	0%	4%	-15%	-9%
45	CC(=O)Nc1ccc(S(=O)(=O)NCC(=O)OCC(=O)N2CCc3ccccc32)cc1	15%	1%	-14%	·	-7%	0%	-3%	-11%
46	O=C(NNC(=S)Nc1ccc(F)cc1)c1ccccc1OC(F)F	-6%	?	-7%	·	10%	-5%	-20%	-13%
47	CCOC(=O)Cn1nc(C)c(NC(=O)COc2ccc(OC)cc2)c1C	-13%	·	i	·	-4%	·	·	0%&0%
48	COc1ccccc1C(=O)N1CCN(Cc2ccc3c(c2)OCO3)CC1	-40%[inhibitor]	8%	-1%	2%	-1%	-3%	?	4%
49	Cc1c(C(=O)NCc2ccoc2)oc2ccc3c(c12)C(=O)CC(C)(C)O3	16µM*	?	0%	-8%	-5%	0%	?	?
50	Cc1ccc(OC(C)C(=O)N/N=C/c2ccccn2)cc1 (stereo unspecified)	-12%	12%	-3%	85%[activator]	-7%	3%	?	0%
51	O=C(Nc1cccnc1Cl)c1ccc(=O)oc1	·	·	?	?	?	·	·	?
52	COc1cc(NC(=O)c2ccc3c(c2)OCCO3)ccc1NC(=O)c1ccco1	·	54%[activator]	-7%	6%	?	-4%	3%[46 µM]	?
53	Cc1cccc(NC(=O)C2NC(=O)CC2c2ccccc2)c1C (stereo unspecified)	4%	2%	-1%	·	-6%	2%	2%	7%
54	COc1ccc2cc(CCNC(=O)c3cccc([N+](=O)[O-])c3)c(=O)[nH]c2c1	-37%	?	-22%	·	-1%	2%	8%[9.22 µM]	?
55	CCOC(=O)N1CCC(NS(=O)(=O)c2ccc(C)cc2)CC1	·	·	1%	3%	6%	·	·	10%
56	O=C(O)c1cccc(S(=O)(=O)Nc2ccccc2Cl)c1	7%	-2%	i	·	?	5%	4%	-4%
57	O=C(CCc1nc2ccccc2s1)N1CCN(c2ccccc2)CC1	12%	6%	i	-11%	-1%	2%	-13%[46 µM]	-8%
58	CCCn1c2c(c(O)c(C(=O)NCc3ccccc3)c1=O)CCCC2	-8%	?	-14%	17%	?	2%	6%	-13%

# In another format: results already given.
# Under each structure: SMN2 splice up, ALDH1A1 inh, RECQ1 inh, L3MBTL1 block, JMJD2E inh, KinaseGlo FLuc, Lamin A splicing, Tau fibril ThT
(34) CCn1cc(Br)c(C(=O)NC(C)c2ccccc2)n1 (stereo unspecified)
→ 0%, ?, i, ·, 7%, -1%, -5%, -3%
(35) COc1ccc(CN2C(=O)NC3(CCCc4ccccc43)C2=O)cc1F (stereo unspecified)
→ 3%, -5%, -11%, -5%, 3%, 5%, -8%[46 µM], -7%

# These rows are one share of the data, so the mix of outcomes need not match the whole.
